# KCNQ1 act: human KCNQ1 channel potentiation or activation. P51787. CHO-K1 KCNQ1, thallium flux FluxOR fluorescence; stronger effect = higher value. B-score at 10 µM. 310,000 compounds, 0.35% hits. AID 2648;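 active means fluorescence ratio B-score, a plate-corrected score, at least three library SD, with initial intensity B-score within 5 SD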
#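 Assay system: stable KCNQ1 CHO-K1 line; medium: assay buffer, equal DMSO in all wells; timing: 90 min dye loading and 20 min compound exposure, both at room temperature; technique: kinetic FluxOR thallium fluorescence, 10-s 1-Hz baseline, 110-s post-stimulus read; read-out basis: B score of baseline-normalized fluorescence ratio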
# KCNK3 inh: human KCNK3 channel inhibition, primary screen; O14649; CHO-KCNK3 thallium flux, FluxOR fluorescence; stronger effect = lower value; B-score at 10 µM; 340,000 compounds, 0.84% hits; AID 602410;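 active means B-score under library mean minus 4 SD, starting fluorescence ratio at most library mean plus 5 SD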;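 further: more negative B-score means stronger inhibition of thallium flux through KCNK3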
# RGS4 pot: RGS4 potentiation or activation; HEK293 M3R/inducible RGS4, carbachol calcium flux Fluo4; stronger effect = lower value; B-score at 10 µM; 310,000 compounds, 0.92% hits;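 active means B-score of the integrated calcium signal more than 4 SD below the library mean, with starting fluorescence not abnormally high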;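 further: negative B-score means reduced calcium response which marks RGS4 activation or potentiation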
#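 Material: M3R-expressing HEK293 line, RGS4 induced by doxycycline | Schedule: Overnight RGS4 induction, 30 min dye load 37 °C, 20 min compound RT | Measured by: Fluo4 fluorescence kinetic imaging of calcium | Read-out: Integrated calcium ratio converted to B score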
# GSK3B inh: human GSK3beta kinase inhibition; P49841; GST-GSK3beta kinase, ADP-Glo luminescence, 60 min; stronger effect = lower value; activity score (negative = inhibition), % at 10 µM; 300,000 compounds, 0.038% hits;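 active means more than half of replicate wells score below -50%, meaning over 50% inhibition versus plate controls; inconclusive means some replicates but at most half score below -50%; inactive means no replicate scores below -50%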;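 further: 0% = median DMSO wells and -100% = median GW8510 positive control wells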
#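 test system = GST-tagged human GSK3beta kinase, cell-free | reagent = 25 µM ATP with peptide substrate | dosing = one dose of 10 µM per compound | schedule = 60 min reaction, RT | detection = luminescent ADP-Glo measurement of ADP formed | control set = DMSO neutral wells and GW8510 at 20 µM as positive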
# GSK3 alpha inh: human GSK-3 alpha kinase inhibition | AID 2650 | inhibition, % at 10 µM | P49840 | 320,000 compounds, 0.1% hits | ADP-Glo luminescence, 60 min;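 in the data active means inhibition above about 50%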;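 further: GST-tagged GSK-3 alpha with peptide substrate and 25 µM ATP; 0% = DMSO neutral wells and 100% = GW8510 positive control wells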
# KCNQ1 block: human KCNQ1 channel inhibition. B-score at 10 µM. 310,000 compounds, 1.3% hits. CHO-K1 KCNQ1, FluxOR thallium flux fluorescence; stronger effect = higher value. AID 2642. P51787;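 active means compounds whose thallium flux B-score, printed positive for inhibition, exceeds three library SD while starting fluorescence stays within three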;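 further: channel opened by potassium depolarization with thallium stimulus after 20 min compound exposure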
# HDAC3 inhib: human HDAC3 inhibition | AID 2718 | inhibition, % at 8.3 µM | recombinant HDAC3, fluorogenic peptide/trypsin coupled, fluorescence | 320,000 compounds, 0.15% hits; in the data active means inhibition above about 26%, passing the limit was not always enough; inconclusive means no clear call, values can overlap the other calls
# Target sequence (O15379 whole entry, looked up): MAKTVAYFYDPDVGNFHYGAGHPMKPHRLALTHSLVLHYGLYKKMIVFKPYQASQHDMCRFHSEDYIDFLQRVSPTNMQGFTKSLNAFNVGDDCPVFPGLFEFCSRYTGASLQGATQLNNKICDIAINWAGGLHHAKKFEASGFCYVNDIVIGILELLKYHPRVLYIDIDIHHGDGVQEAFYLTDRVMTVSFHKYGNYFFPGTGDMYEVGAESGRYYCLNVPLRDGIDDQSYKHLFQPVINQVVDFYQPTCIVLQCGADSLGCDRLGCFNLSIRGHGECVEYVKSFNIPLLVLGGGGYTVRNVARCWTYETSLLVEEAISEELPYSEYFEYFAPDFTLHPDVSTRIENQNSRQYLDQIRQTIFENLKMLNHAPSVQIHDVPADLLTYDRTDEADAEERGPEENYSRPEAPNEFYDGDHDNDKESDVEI
# hERG rescue: hERG (human) protection from proarrhythmic block. Q12809. CHO-hERG, FluxOR thallium flux, dofetilide IC70 present. activation (rescue from dofetilide block), less the hit threshold, % at 10 µM. 310,000 compounds, 0.51% hits. AID 1511;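 active means activation above the mean of controls blocked by dofetilide plus 5 SD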;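 further: thallium influx through hERG after potassium depolarization seen as dye fluorescence rise; in these data hits start at about 4.7%; inactives centre near -7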
# KCNK9 inh: inhibitors of human KCNK9 two-pore domain potassium channel. 310,000 compounds, 1.2% hits. Q9NPC2. HEK293 KCNK9, FluxOR thallium flux fluorescence; stronger effect = lower value. B-score at 10 µM;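 active means ratio B-score over 3 SD below the library mean, with starting fluorescence within 5 SD of its mean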;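 further: negative B-score means less thallium flux so channel inhibition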
# Target sequence (Q9NPC2 whole entry, looked up, the tested form may be a part): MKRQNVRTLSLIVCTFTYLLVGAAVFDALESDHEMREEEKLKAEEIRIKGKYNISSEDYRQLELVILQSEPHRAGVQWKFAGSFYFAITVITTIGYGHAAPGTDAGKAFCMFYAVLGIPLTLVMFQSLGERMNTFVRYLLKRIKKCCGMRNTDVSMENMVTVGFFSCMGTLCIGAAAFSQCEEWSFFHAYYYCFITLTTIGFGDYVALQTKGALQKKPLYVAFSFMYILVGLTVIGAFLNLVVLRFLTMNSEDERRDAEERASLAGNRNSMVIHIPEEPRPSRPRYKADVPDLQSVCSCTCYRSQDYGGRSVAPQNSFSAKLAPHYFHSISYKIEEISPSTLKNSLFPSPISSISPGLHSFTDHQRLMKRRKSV
# Dyrk1A ADPGlo: inhibitors of rat Dyrk1A kinase | ADP-Glo luminescence, NFATc1 peptide | inhibition, % at 12.5 µM | 310,000 compounds, 0.43% hits; in the data active means inhibition above about 50%;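 further: plate controls were vehicle with enzyme for no effect and no enzyme for full effect; many of its hits are not listed in these tables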
# PolyA inhibitor: yeast polyadenylation inhibition; S. cerevisiae SKY197-pL101 polyadenylation reporter, beta-gal luminescence; efflux-impaired pdr1/pdr3 knockout yeast; score 100 = 6 SD above DMSO; calls only at 12 µM; 300,000 compounds, 0.02% hits; AID 1875;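 active means lowest replicate activity score at least 50, where 100 means six control SD above control mean; inconclusive means lowest score under 50 but half or more replicates reach 50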;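 further: yeast exposed to compound for 9 h at 30 °C; higher score means more reporter readthrough which indicates perturbed polyadenylation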
# The depositor's hits bear a star; i = inactive; ? = inconclusive; / = no result given. Some of the compounds tested, so the mix of outcomes need not match the whole.
# The first 3 compounds (preview)
SMILES,KCNQ1 act,KCNK3 inh,RGS4 pot,GSK3B inh,GSK3 alpha inh,KCNQ1 block,HDAC3 inhib,hERG rescue,KCNK9 inh,Dyrk1A ADPGlo,PolyA inhibitor
COc1ccc(C2=Nc3ccc(Br)cc3C(c3ccccc3)N2CC(=O)NN)cc1 (configuration not stated),i,i,i,2,-1,i,-4,-7,i,1,i
CCC(CC)NC(=O)CSc1nnc(-c2c[nH]c3ccccc23)o1,i,i,i,0,4,i,0,-6,i,0,i
CCOc1cc(C2C(C(=O)N3CCOCC3)=C(C)NC3=C2C(=O)CCC3)ccc1O (configuration not stated),i,i,i,3,-3,i,?,-6,i,-2,i

# Main list, from the start:
SMILES,KCNQ1 act,KCNK3 inh,RGS4 pot,GSK3B inh,GSK3 alpha inh,KCNQ1 block,HDAC3 inhib,hERG rescue,KCNK9 inh,Dyrk1A ADPGlo,PolyA inhibitor
COc1ccc(C2=Nc3ccc(Br)cc3C(c3ccccc3)N2CC(=O)NN)cc1 (configuration not stated),i,i,i,2,-1,i,-4,-7,i,1,i
CCC(CC)NC(=O)CSc1nnc(-c2c[nH]c3ccccc23)o1,i,i,i,0,4,i,0,-6,i,0,i
CCOc1cc(C2C(C(=O)N3CCOCC3)=C(C)NC3=C2C(=O)CCC3)ccc1O (configuration not stated),i,i,i,3,-3,i,?,-6,i,-2,i
Cn1c(CNC(=O)C(Cc2ccccc2)NC(=O)c2cccc(F)c2)cc(=O)n(C)c1=O (configuration not stated),i,i,i,0,-6,i,-3,-5,i,1,i
CCC1CCCCN1CCCNC(=O)CNC(=O)Cn1ccc2ccccc2c1=O (configuration not stated),i,i,i,4,1,i,0,-18,i,0,i
CS(=O)(=O)NN1C(=O)c2ccccc2NC1c1cc2ccccc2nc1Cl (configuration not stated),i,i,i,1,-4,i,4,-5,i,-4,i
O=C(O)CC(c1cccc(O)c1)N1Cc2ccccc2C1=O (configuration not stated),i,i,i,2,-2,i,3,-7,i,1,i
Cc1ccc(S(=O)(=O)N(C)C)cc1NC(=O)C1Cc2ccccc2CN1C(=O)c1ccco1 (configuration not stated),i,i,i,-8,-3,i,-4,-12,i,-3,i
O=C(CN1C(=O)c2cccc3cccc(c23)C1=O)NCCN1CCOCC1,i,i,i,-1,1,i,7,-4,i,1,i
Cc1nc2ccccn2c1C(=O)NNC(=S)Nc1ccc(Cl)cc1,i,i,i,0,-3,i,0,-3,i,4,i
Cc1oc(C)c2c(=O)ccc3c(c12)OC(N)=C(C#N)C3c1ccc(F)cc1 (configuration not stated),i,i,i,3,-3,8*,10,-6,i,11,i
CCNC(=O)COC(=O)/C=C/c1c(C)nn(Cc2cccc(OC)c2)c1Cl,i,i,i,2,-2,i,2,4,i,/,i
Cc1ccnc(NS(=O)(=O)c2ccc(NC(=O)c3ccc([N+](=O)[O-])s3)cc2)n1,i,i,i,1,-3,i,7,-7,i,4,i
O=C(NC(=S)Nc1ccccc1)c1cc(-c2ccccc2)nc2ccccc12,33*,i,i,1,0,i,0,4,i,-5,i
Cc1ccccc1NC(=O)c1c(C)nn(-c2ccccc2)c1Cl,i,i,i,1,0,i,1,-7,i,2,i
CC(=O)c1ccccc1NS(=O)(=O)c1ccccc1Cl,i,i,i,-5,2,i,5,-5,i,2,i
COc1cccc(N=Cc2ccc(O)cc2O)c1,i,i,i,1,-1,i,-1,-6,i,-9,i
COc1ccccc1-n1c(C)nc2cc(C(=O)NCC3CCCO3)ccc21 (configuration not stated),i,i,i,1,-3,i,4,-10,i,1,i
CS(=O)(=O)N1CCN=C1SCc1cccc(F)c1,i,i,i,-1,-3,i,4,-7,i,-5,i
Cc1cc(OCC(O)CN2CCCC2)ccc1C(C)C (configuration not stated),i,i,i,4,0,i,-1,-10,i,/,i
O=C1c2ccccc2C(=O)C1(CO)c1ccccc1,i,i,i,2,/,i,3,-13,i,-6,i
NC(=O)C1CCN(S(=O)(=O)c2cccc(C(=O)O)c2)CC1,i,i,i,1,-2,i,8,0,i,-4,i
CCCC[C@@H]1C[C@H]1[C@@H](NC(=O)c1ccco1)c1ccccc1C(F)(F)F,i,/,i,1,-2,i,6,-9,i,/,i
Cc1ccc(-n2nc3c(c2NC(=O)CC(C)C)CS(=O)C3)cc1 (configuration not stated),i,i,i,4,-2,i,-8,-10,i,0,i
COc1ccccc1CCC(=O)OCC(=O)Nc1cc(S(=O)(=O)N2CCOCC2)ccc1C,i,i,i,3,-7,i,2,-12,i,3,i
Cc1ccc(/C(O)=C2/C(=O)C(=O)N(c3ccccn3)C2c2ccc([N+](=O)[O-])cc2)cc1 (configuration not stated),i,i,i,0,-2,i,9,-3,i,15,i
CC(C)c1nnc(NC(=O)c2nc(S(=O)(=O)Cc3ccccc3F)ncc2Cl)s1,i,/,i,1,-3,i,3,-16,i,/,i
COc1ccccc1CNC(=O)C1CCN(S(=O)(=O)c2ccc3c(c2)OCCCO3)CC1,i,i,i,-2,-3,i,3,-5,i,-3,i
COC(=O)CC1NCCNC1=O (configuration not stated),i,i,i,-1,-1,i,4,-3,i,-2,i
O=C(NC1CCS(=O)(=O)C1)c1cn(-c2ccccc2)nc1-c1ccccc1 (configuration not stated),i,i,i,1,0,i,-2,-7,i,18,i
COc1ccc(C(=O)N2CCNC(=O)C2CC(=O)Nc2cc(Cl)ccc2OC)cc1 (configuration not stated),i,i,i,2,-2,i,5,-4,i,29,i
N#CNC(N)=Nc1cccc(Cl)c1,i,i,i,2,-1,i,1,-13,i,8,i
CC(=O)Nc1ccc(Nc2ncnc3ccccc23)cc1,i,/,i,4,-2,i,-2,-5,i,/,i
CCc1cc2c(Nc3ccccc3O)nc(C)nc2s1,i,i,i,-3,-1,i,-12,-4,i,0,i
O=[N+]([O-])c1ccc(C(O)CN2CCOCC2)cc1 (configuration not stated),i,i,i,1,-1,i,-1,-5,i,-1,i
COc1ccc(Br)cc1CN(C)CC(=O)NCc1ccc(F)cc1,i,i,i,0,6,i,5,-3,i,9,i
Cc1[nH]c(=O)[nH]c(=O)c1NC(=O)c1ccc(OC(C)C)cc1,i,i,i,2,5,i,-7,-8,i,-5,i
COc1ccc(-c2noc(CN3CCOCC3)n2)cc1OC,/,i,/,-17,-1,/,1,/,/,0,i
COc1ccc(/C=C/c2ccc3cccc(O)c3n2)cc1Br,i,i,i,-4,-1,i,-8,-8,i,8,i
CC(=O)Oc1c(S(=O)(=O)c2ccc(C)cc2)c(C)nn1C(C)(C)C,i,i,i,2,-1,i,9,-15,i,3,i
CCCc1c(C(=O)N/N=C(\C)CCc2ccc(OC)cc2)nnn1-c1nonc1N,i,i,i,2,-9,i,4,-4,i,-3,i
O=C(Nc1ccccc1)c1cc(Cl)nc2ccccc12,i,i,i,-1,-2,i,1,-5,i,-7,i
Cn1c(=O)c(C(=O)NC2CCCCCCC2)c(O)c2ccccc21,i,i,i,-3,-2,i,0,2,i,-4,i
CCOC(=O)c1c(/N=C/C2=C(O)CC(C)(C)CC2=O)sc2c1CCCC2,i,i,i,4,-2,i,-1,-3,i,/,i
CN1CCN(S(=O)(=O)c2ccc(Br)c3nsnc23)CC1,i,i,i,2,0,i,3,-21,i,1,i
C=C(C)Cn1c(SCC(=O)N/N=C/c2c(O)ccc3ccccc23)nc2ccccc2c1=O,i,i,i,3,-6,i,1,-16,i,2,i
CC1=C(C(=O)OC2CCCCC2)C(c2cccnc2)n2nnnc2N1 (configuration not stated),i,i,i,1,3,i,4,-6,i,1,i
Cc1cccc(C)c1NC(=O)c1cnn(-c2ccccc2)c1C,i,i,i,3,5,i,-1,-5,i,-6,i
O=C(Cc1c(F)cccc1Cl)Nc1cc(S(=O)(=O)N2CCCCC2)ccc1N1CCOCC1,i,i,i,-3,0,i,1,-12,i,-2,i
CCN(CC)N=Nc1ccc(C(=O)O)cc1,i,i,i,4,-1,i,1,-2,i,-6,i

# Single records, from the list above:
# `CCCc1c(C(=O)N/N=C(\C)CCc2ccc(OC)cc2)nnn1-c1nonc1N` as listed: KCNQ1 act = i; KCNK3 inh = i; RGS4 pot = i; GSK3B inh = 2; GSK3 alpha inh = -9; KCNQ1 block = i; HDAC3 inhib = 4; hERG rescue = -4; KCNK9 inh = i; Dyrk1A ADPGlo = -3; PolyA inhibitor = i
# `CC1=C(C(=O)OC2CCCCC2)C(c2cccnc2)n2nnnc2N1` (configuration not stated) as listed: KCNQ1 act = i; KCNK3 inh = i; RGS4 pot = i; GSK3B inh = 1; GSK3 alpha inh = 3; KCNQ1 block = i; HDAC3 inhib = 4; hERG rescue = -6; KCNK9 inh = i; Dyrk1A ADPGlo = 1; PolyA inhibitor = i
# `O=C(Cc1c(F)cccc1Cl)Nc1cc(S(=O)(=O)N2CCCCC2)ccc1N1CCOCC1` as listed: KCNQ1 act = i; KCNK3 inh = i; RGS4 pot = i; GSK3B inh = -3; GSK3 alpha inh = 0; KCNQ1 block = i; HDAC3 inhib = 1; hERG rescue = -12; KCNK9 inh = i; Dyrk1A ADPGlo = -2; PolyA inhibitor = i

# Other results:
SMILES,KCNQ1 act,KCNK3 inh,RGS4 pot,GSK3B inh,GSK3 alpha inh,KCNQ1 block,HDAC3 inhib,hERG rescue,KCNK9 inh,Dyrk1A ADPGlo,PolyA inhibitor
Cc1cccc(OCCCC(=O)NC2CCCCC2)c1,i,i,i,3,0,i,2,-3,i,4,i
COC(=O)c1ccc(C(=O)OC)c(NC(=O)COC(=O)c2ccccc2OC)c1,i,i,i,1,2,i,-8,-7,i,1,i
Cc1cc2c(cn1)C(CCC#N)(CCC#N)c1ccccc1-2,i,i,i,/,-1,i,6,-6,i,2,i
C=CCSc1nc2c(sc3nc(C)cc(C)c32)c(=O)[nH]1,i,i,i,-2,-2,i,-1,-1,i,-4,i
Cc1cc(C)c(S(=O)(=O)N2CCCCC2CCNC(=O)C(=O)NCCN2CCOCC2)c(C)c1 (configuration not stated),i,i,i,-1,0,i,3,-14,i,/,i
COc1ccc(C2C(C(=O)c3sc(C)nc3C)=C(O)C(=O)N2CCN2CCOCC2)cc1 (configuration not stated),i,i,i,-3,/,i,/,-3,i,-2,i
Cc1cc(C)c(S(=O)(=O)Nc2cc(SCC(=O)O)c(O)c3ccccc23)cc1C,i,/,i,2,0,i,9,-33,i,/,i
O=C(CSCc1cnn(-c2ccccc2)c1-n1cccc1)N1CCN(Cc2ccccc2)CC1,i,i,i,5,0,i,3,-17,i,2,i
